B2AR arrestin: qHTS assay of beta-arrestin-biased ligands of beta2-adrenergic receptor; beta-arrestin recruitment to beta2AR, cell-based reporter; Potency, µM (titrated, usually from 46.1 µM), inactives show top-dose activation, actives largely listed as activators; hit rate 0.02% among 330,000;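 also: potency is read from the fitted curve at half-maximal effect; 0% = DMSO controls and full agonism = EC100 isoproterenol or metaproterenol; nearly all actives have a fitted effect of over 65% in size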
FBPA coupling cs: qHTS Assay for Inhibitors of Fructose-1,6-bisphosphate Aldolase from Giardia Lamblia: Coupling assay counterscreen; activity change, negative = inhibition, % at 58.2 µM, hits read low; coupling enzyme system counterscreen, AmpLite Red fluorescence; hit rate 0.67% among 290,000; in the data active = activity change below about -30%; also: % is scaled to controls: 0 for no effect and ±100 for the full control effect
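Counterscreen lacking aldolase: glyceraldehyde-3-phosphate coupling-enzyme reagent preincubated 10 min at RT with compound (at 57.5 uM final), then substrate/coupling system with AmpLite Red added; fluorescence read at 525/598 nm after 20 min RT.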
GALK inhibitor: qHTS Assay for Inhibitors of Human Galactokinase (GALK); P51570; Purified GALK, Kinase-Glo residual ATP luminescence; Potency, µM (doses to about 57.5 µM), for the others: at the top dose activity change, negative = inhibition, actives largely listed as inhibitors; hit rate 0.007% among 270,000; AID 1868, 2009; also: potency is read from the fitted curve at half-maximal effect; % is scaled to controls: 0 for no effect and ±100 for the full control effect
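Kinase-Glo Plus luminescence measured ATP left after a 1 h room-temperature reaction. The reaction used 5 nM GALK, 100 uM galactose and 35 uM ATP at pH 8.0 (20 mM HEPES, 5 mM MgCl2, 60 mM NaCl, 1 mM DTT, 0.01% BSA).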
BCR signal inh: qHTS Assay to Find Inhibitors of Chronic Active B-Cell Receptor Signaling | ABC-DLBCL IkBa-CBG/CBR reporter, luminescence ratio, 4 h | Potency, µM (series often up to 46.1 µM), for inactives: at the top dose ratio change, negative = lower green/red ratio, usual class: inhibitors | hit rate 0.05% among 340,000 | AID 493014, 2011; active = well fitted inhibition curve with a large enough effect in the signal ratio, with a control signal flat, not every such curve was filed as active; inconclusive = small, poorly fitted or top-dose-only effect, or effect the other way, or a change in a side signal; the % refers to the signal ratio;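 also: potency is read from the fitted curve at half-maximal effect; plate controls were basal doxycycline-induced cells for no effect and cells given 10 µM MG132 for full effect; MG132 reads +100%, hits lower the ratio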
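TMD8 human ABC-DLBCL cells with doxycycline-inducible IκBα–green luciferase fusion and unfused red luciferase, in 0.5% FBS medium; compounds up to 46 uM, 4 h at 37C. Green/red luminescence ratio, filter-overlap corrected, fitted to concentration-response curves.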
Integrin act MD: qHTS for Activators of Integrin-Mediated Alleviation for Muscular Dystrophy; alpha7betagal myoblasts, beta-gal FDG fluorescence, 48 h; Potency, µM (top dose mostly 38.3 µM), without a hit: top-dose activation, usual class: activators; hit rate 0.064% among 350,000; AID 624291, 2012;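 also: potency is read from the fitted curve at half-maximal effect; 100% = response of the positive control SU9516; nearly all actives have a fitted effect of over 60% in size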
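alpha7betagal+/- myoblasts (passage 13, 250/well) treated 48 h at 37C with compounds at 1:260 dilution of DMSO stock. Lysed, then beta-galactosidase activity read as FDG fluorescence (ex 480/em 540) after 30 min, with pre-read for autofluorescence.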
S-ASM inh: Inhibitors of Secretory Acid Sphingomyelinase (S-ASM): qHTS; placental ASM, HMU-PC fluorogenic substrate, 60 min; AID 504937, 2011; hit rate 0.006% among 340,000; Sphingomyelin phosphodiesterase (Homo sapiens), P17405; Potency, µM (top dose mostly 57.5 µM), for inactives: top-dose activity change, negative = inhibition, usual class: inhibitors; also: potency is read from the fitted curve at half-maximal effect
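Steps: dispense placental human ASM, pin compound, wait 10 min at room temperature, add HMU-PC0 substrate at 9 uM final, incubate 60 min at 37 °C, add stop solution raising pH to 10, read fluorescence.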
Tb PFK block: qHTS Assay to Find Inhibitors of T. brucei phosphofructokinase; ATP-dependent 6-phosphofructokinase (Trypanosoma brucei brucei), O15648; T. brucei PFK, ADP-Glo luminescence; Potency, µM (top dose mostly 57.5 µM), for the others: top-dose activity, negative = inhibition, actives largely listed as inhibitors; hit rate 0.17% among 330,000; AID 485367, 2010;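 also: potency is read from the fitted curve at half-maximal effect; 0% = uninhibited 1x PFK enzyme wells and -100% = no-enzyme wells; nearly all actives have a fitted effect of over 60% in size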
Target sequence (O15648 whole entry, looked up): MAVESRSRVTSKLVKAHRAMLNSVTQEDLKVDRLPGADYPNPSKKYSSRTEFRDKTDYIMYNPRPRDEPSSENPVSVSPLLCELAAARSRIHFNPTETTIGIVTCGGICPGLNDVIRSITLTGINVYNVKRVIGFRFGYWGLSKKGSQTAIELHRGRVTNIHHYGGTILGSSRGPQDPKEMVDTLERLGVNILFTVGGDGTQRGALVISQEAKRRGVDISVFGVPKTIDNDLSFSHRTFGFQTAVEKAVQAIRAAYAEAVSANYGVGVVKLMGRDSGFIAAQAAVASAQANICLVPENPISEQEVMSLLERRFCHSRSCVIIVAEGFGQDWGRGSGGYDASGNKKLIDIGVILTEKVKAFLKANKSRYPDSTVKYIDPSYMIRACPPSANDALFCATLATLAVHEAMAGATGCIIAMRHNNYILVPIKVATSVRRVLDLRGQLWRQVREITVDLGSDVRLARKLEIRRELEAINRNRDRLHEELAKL
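1.25 nM PFK with 0.5 mM F6P and 0.1 mM ATP in 0.1 M TEA pH 8.0, 5 mM MgCl2, incubated 45 min at room temperature; ADP measured by ADP-Glo luminescence; compounds titrated up to 57 uM.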
PKM2 activator: qHTS Assay for Activators of Human Muscle isoform 2 Pyruvate Kinase. purified PKM2, Kinase-Glo ATP luminescence, activation; response scale: 0% is enzyme alone, no compound. Potency, µM (series often up to 57.5 µM), without a hit: at the top dose activation, actives largely listed as activators. hit rate 0.34% among 260,000. AID 1631, 2009; also: potency is read from the fitted curve at half-maximal effect; % is scaled to controls: 0 for no effect and ±100 for the full control effect; nearly all actives have a fitted effect of over 55% in size
Target sequence (P14618 whole entry, looked up, canonical isoform): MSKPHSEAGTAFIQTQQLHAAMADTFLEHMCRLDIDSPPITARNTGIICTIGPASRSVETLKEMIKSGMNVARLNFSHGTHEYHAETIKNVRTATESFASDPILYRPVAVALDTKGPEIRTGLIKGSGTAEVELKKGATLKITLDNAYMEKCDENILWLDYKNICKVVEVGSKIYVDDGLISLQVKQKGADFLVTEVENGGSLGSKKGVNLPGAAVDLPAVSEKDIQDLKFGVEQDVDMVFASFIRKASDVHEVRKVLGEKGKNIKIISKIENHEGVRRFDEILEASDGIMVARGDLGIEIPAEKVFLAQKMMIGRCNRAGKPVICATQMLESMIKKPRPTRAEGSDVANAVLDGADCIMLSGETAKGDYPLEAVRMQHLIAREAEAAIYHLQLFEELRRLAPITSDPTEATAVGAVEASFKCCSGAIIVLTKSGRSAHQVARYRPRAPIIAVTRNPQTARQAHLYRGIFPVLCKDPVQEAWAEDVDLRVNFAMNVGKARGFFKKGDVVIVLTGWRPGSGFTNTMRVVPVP
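hPK-M2, >95% pure; 0.1 mM ADP / 0.5 mM PEP final; imidazole pH7.2 buffer w/ 7 mM MgCl2, 50 mM KCl; 1 h RT; Kinase-Glo lum. Intermediate enzyme activity for dual inhibitor/activator qHTS.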
Menin-MLL TR inh: qHTS Assay for Inhibitors Targeting the Menin-MLL Interaction in MLL Related Leukemias: Competition With Texas Red Labeled MLL-derived Mutant Peptide. Menin + Texas Red MLL mutant peptide, fluorescence polarization. hit rate 0.23% among 270,000. O00255. Potency, µM (series often up to 61.6 µM), for the others: top-dose FP activity change, negative = inhibition, usual class: inhibitors; active = well fitted inhibition curve with a large enough effect in the polarisation, with a control signal flat, not every such curve was filed as active; inconclusive = small, poorly fitted or top-dose-only effect, or effect the other way, or a change in a side signal; inactive = no such curve, though single readings can be large or run the other way; the % refers to the polarisation; also: potency is read from the fitted curve at half-maximal effect; % of control where 0% means no effect; many of its hits are not listed in these tables
TSG101-PTAP inh: qHTS Assay for Iinhibitors of HIV-1 Budding by Blocking the Interaction of PTAP/TSG101; Tumor susceptibility gene 101 protein (Homo sapiens), Q99816; Fluorescence polarization, FITC-PTAP peptide / Tsg101 binding; Potency, µM (doses to about 115 µM), inactives show at the highest dose activity change, negative = inhibition, most hits filed as inhibitors; 340,000 tested, under 10 active; AID 493005, 2010; active = well fitted inhibition curve with a large enough effect in the main read-out, with a control signal flat, not every such curve was filed as active; inconclusive = small, poorly fitted or top-dose-only effect, or effect the other way, or a change in a side signal; inactive = no such curve, though single readings can be large or run the other way; also: potency is read from the fitted curve at half-maximal effect; % of control where 0% means no effect
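Compounds were pin-transferred onto Tsg101 binding domain (10 uM final) in HEPES pH 7.5 buffer, then FITC-PTAP peptide was added at 50 nM final. After 20 min at RT, polarization reported peptide displacement across a qHTS concentration series.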
Giardia killer: Small Molecules that selectively kill Giardia lamblia: qHTS; activity change, % at 7.66 µM, hits read low; AID 540267, 2011; hit rate 0.15% among 340,000; Giardia lamblia trophozoite viability; in the data active = activity change below about -80%; inconclusive = between about -30% and that limit;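 also: parasites exposed to compound for two days anaerobically before the ATP read; % is scaled to controls: 0 for no effect and ±100 for the full control effect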
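Compounds were tested on trophozoites seeded at 100 cells/well and held 48 hrs at 37 deg C anaerobically. An ATP-based luminescent kit measured the remaining live cells.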
Starred values were filed as active, the others as inactive; u = inconclusive; x = not tested or not shown; [ ] = remark or other dose. Unless noted, calls follow the shape of the dose curve; as a rule, active = well fitted curve in the direction sought with a large enough effect; inconclusive = small, poorly fitted or top-dose-only effect, or another doubt; inactive = no such curve, though single readings can be large; an effect the other way counts as inactive or inconclusive. Some of the compounds tested; count on the stated rates, not on these rows.

SMILES	B2AR arrestin	FBPA coupling cs	GALK inhibitor	BCR signal inh	Integrin act MD	S-ASM inh	Tb PFK block	PKM2 activator	Menin-MLL TR inh	TSG101-PTAP inh	Giardia killer
CCc1ccc2c(c1)C(NC(C)=O)C(=O)N2CC (stereo not given)	-1.1%	-10.7	1.4%	-0.8%	-0.2%	4.0%	-3.3%	-6.7%	-9.0%	-1.1%	3.7
Nc1c(C(=O)CSc2n[nH]c(-c3ccccc3Br)n2)c(=O)[nH]c(=O)n1C1CC1	0.2%	x	x	-3.8%	-28.8%	2.9%	-2.9%	x	x	-1.3%	10.3
COc1ccc(Oc2c(C)oc3c(CN(C)C)c(O)ccc3c2=O)cc1	-0.6%	2.3	-0.6%	-1.9%	7.5%	63.7%[activator]	-0.7%	4.6%	24.0%	-5.1%	-8.9
O=C(NCc1ccccc1)Nc1cc(Cl)ccc1Cl	0.0%	-1.2	x	u	0.3%	4.7%	7.5%	0.3%	x	-1.5%	5.5
CCn1c2ccccc2c2cc(NC(=O)C(=O)N3CCOCC3)ccc21	0.1%	-2.6	-1.0%	u	-11.1%	63.5%	-1.9%	-0.9%	u	-0.9%	-0.8
CNS(=O)(=O)c1cc(Cl)ccc1Sc1ccccc1C(=O)O	-0.2%	7.4	13.0%	u	13.1%	3.0%	-4.9%	-0.3%	x	-0.3%	-7.1
COc1ccc(-c2csc(N3C(=O)CNC3=S)n2)cc1	0.1%	-1.4	2.4%	u	1.7%	1.5%	-11.0%	2.1%	-3.7%	-0.6%	-2.1
CCN1CCN(c2ccc(NC(=O)c3cccc(N4CCCC4=O)c3)cc2)CC1	0.1%	1.0	-0.8%	-0.1%	-3.0%	2.8%	0.3%	x	-2.8%	-2.9%	8.2
Cc1cccc(CC(=O)Nc2ccc(C(=O)N3CCOCC3)cc2)c1	-0.2%	x	-2.6%	-5.3%	-25.1%	3.3%	-5.9%	-10.9%	x	x	9.5
O=C(Cc1cc(=O)[nH]c(=O)[nH]1)N1CCN(C(=O)c2ccco2)CC1	2.5%	-0.7	0.2%	1.3%	-0.1%	6.7%	-0.1%	3.1%	5.7%	-0.4%	-6.4
COc1ccc(C(C)(C)C)cc1S(=O)(=O)N1CCC(C(N)=O)CC1	-0.5%	3.4	0.8%	u	-0.3%	0.9%	-9.9%	-4.3%	1.6%	-3.3%	3.7
OC(CNC1CCCCC1)COCCOc1ccc(Br)cc1 (stereo not given)	-0.5%	4.1	1.3%	u	-47.9%[inhibitor]	1.7%	-0.2%	6.8%	-1.2%	-1.1%	-1.8
CN(Cc1cnn(C)c1)C(=O)C1CCC(=O)N(C2CCCCCC2)C1 (stereo not given)	0.1%	x	7.3%	-1.2%	0.0%	-0.1%	-7.9%	-1.6%	x	-0.4%	-3.2
CCOC(=O)c1sc(NC(=O)CSCc2c(C)noc2C)nc1C	0.0%	x	x	-4.9%	-34.1%	-1.0%	-8.4%	x	x	-0.9%	10.9
CN(C(=O)c1ccc(N2CCOCC2)c([N+](=O)[O-])c1)C1CCCCC1	-0.9%	0.6	-2.6%	2.1%	-31.5%	-8.8%	-3.4%	1.6%	-9.7%	-6.2%	-1.9
Cc1ccc(S(=O)(=O)C(F)(F)F)cc1NC(=O)c1cccnc1	-1.0%	2.5	-0.1%	7.2%	6.1%	0.3%	-0.6%	0.4%	3.2%	-3.4%	0.7
COc1ccc(NC(=S)N(CCCOC(C)C)C2CCN(C(C)=O)CC2)cc1Cl	-0.3%	0.1	-3.0%	1.4%	6.4%	4.6%	19.3%	x	-8.0%	-1.8%	35.8[activator]
Fc1ccc(Cn2c(SCc3ccc(F)c(F)c3)nnc2C(F)(F)F)cc1	-0.4%	1.9	-4.3%	20.9%	11.2%[7.66 µM]	-8.5%	0.2%	2.2%	x	-2.0%	-7.5
CCOc1cc(S(=O)(=O)N2CCCCC2)ccc1Cl	-0.4%	3.7	7.3%	3.4%	u	5.3%	-0.5%	5.4%	-6.2%	0.4%	-2.3
Cc1[nH]c2ccccc2c1C(=O)CSc1ccc(Cl)cc1	-0.1%	1.4	-1.4%	u	-7.0%	-7.3%	4.6%	1.8%	u	-0.3%	11.4
CCC(=O)N1CCc2cc(S(=O)(=O)NCCC(=O)Nc3ccc(OC)cc3)ccc21	-0.6%	2.3	-3.8%	-6.2%	26.3%	0.9%	-6.1%	x	11.3%	-2.2%	-2.2
Nc1cc(Cl)ccc1N1CCCC1	-0.2%	-4.3	12.7%	-7.1%	0.0%	9.2%	8.1%	-1.1%	-16.5%	-0.1%	-7.2
Cc1ccccc1OCC(=O)Nc1ccc2[nH]ncc2c1	0.2%	0.5	0.0%	-7.7%	27.3%	-3.3%	-6.8%	0.0%	9.8%	-0.6%	-10.0
O=C(O)C1CCCCC1C(=O)NCCc1cccc(Cl)c1 (stereo not given)	-0.5%	-1.2	1.5%	0.1%	15.0%	-1.3%	2.1%	-11.1%	4.9%	-6.2%	21.5
O=C(COC(=O)c1ccc(Cl)nc1)NNC(=O)c1ccc(Br)cc1	-0.2%	x	x	1.7%	-28.1%	3.0%	-6.2%	x	x	-1.9%	-0.1
CC1CC(C)CN(CCOc2ccccc2-c2ccccc2)C1 (stereo not given)	-0.1%	-0.2	1.3%	-1.5%	-5.4%	-0.8%	-3.1%	11.1%	u	-0.3%	3.5
Cc1cc(C)n(C(=O)CNC(=O)C(c2ccccc2)c2ccccc2)n1	5.0%	4.3	-2.7%	-7.5%	u	-3.6%	4.7%	5.0%	-18.8%	-6.1%	7.6
CC(/C=N/N1CCN(Cc2ccccc2)CC1)=C\c1ccccc1	-0.4%	-0.8	-3.6%	u	-2.5%	-2.1%	1.2%	4.1%	-23.4%	-0.8%	6.1
CC(=O)C(Cc1cccc(F)c1)(Cc1cccc(F)c1)C(C)=O	-0.3%	-0.5	-2.7%	0.3%	0.0%	3.3%	-1.0%	-1.7%	1.2%	1.1%	7.9
CCOC(=O)C1CCCN(C(=O)c2ccc3c(c2)OCO3)C1 (stereo not given)	-0.5%	2.7	-1.3%	-1.0%	-7.7%	1.4%	3.4%	4.6%	5.7%	-0.8%	-0.1
COc1cccc(OCCNC(=O)c2ccccc2Sc2ccccc2C#N)c1	-0.8%	-0.3	-1.9%	-3.8%	-16.9%	0.5%	0.0%	4.7%	-0.7%	0.7%	-15.2
Cc1cccc(NC(=O)NCc2ccc3c(c2)cc(C)n3C)c1	-0.4%	-21.7	-1.1%	u	-17.3%	1.4%	-5.9%	-18.6%	u	1.2%	5.0
COc1ccccc1CCCNC(=O)C1CCC(=O)N(CCN2CCOCC2)C1 (stereo not given)	-0.1%	x	3.0%	2.2%	17.9%	3.4%	-1.0%	-1.6%	x	-4.0%	3.9
CCOC(=O)C1CC(c2ccccc2)=NNC1=O (stereo not given)	-0.3%	1.9	6.9%	-1.4%	-6.3%	-2.4%	1.0%	-7.6%	14.5%	0.7%	-4.6
O=C(Cc1ccccc1)NCc1ccncc1	0.1%	-0.8	1.7%	u	0.1%	2.4%	-9.7%	-15.1%	0.0%	-1.1%	18.3
N=C(CC1CC(=O)NC(=O)C1)C1=C(O)CCCC1=O	-0.3%	1.0	1.6%	-0.1%	15.5%	5.5%	0.0%	-4.8%	7.0%	-10.5%	19.3
Cc1cc(C)n2ncnc2n1	-0.7%	2.3	1.2%	16.8%	5.2%	4.8%	-1.5%	-4.6%	6.8%	-6.5%	4.3
CCOC(=O)N1CCC(c2cc(=O)n3[nH]c(-c4ccccc4)cc3n2)CC1	-0.3%	0.6	-1.2%	u	-2.2%	0.4%	-3.3%	-3.0%	-5.8%	-1.3%	4.8
COC(=O)c1ccc2c(=O)n(NC(=O)C(c3ccccc3)c3ccccc3)c(=S)[nH]c2c1	-0.1%	4.3	0.9%	12.0%	10.2%	0.8%	2.0%	-0.6%	u	-8.4%	-7.3
O=C1CCN(C(=O)/C=C/c2ccccc2)c2ccccc21	4.4%	4.3	1.0%	u	1.6%	-3.2%	-5.4%	2.0%	1.9%	-3.8%	-11.5

Screens as filed in PubChem BioAssay.
